Screening results from PubChem.
HCV inhibitor = HCV inhibition; Potency, µM (highest dose often 41.8 µM), inactives show at the top dose activity change, negative = inhibition, most hits filed as inhibitors; AID 651820; Huh7.5.1 HCVcc-Cre infection, luciferase reporter, 44 h; hit rate 3.4% among 340,000
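Seed cells (1,000/well) for 4 h; treat with compound and infect with HCVcc-Cre, moi about 0.5. Incubate 44 h, then detect luciferase activity.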
TbPYK inhibitor = inhibitors of Trypanosoma brucei pyruvate kinase; TbPYK enzyme, Kinase-Glo Plus ATP luminescence, 45 min; hit rate 0.12% among 410,000; Q57TT1; Potency, µM (titrated, usually from 76.8 µM), without a hit: top-dose activity, negative = inhibition, hits mostly inhibitors; note: nearly all actives have a fitted effect of over 50% in size
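Luminescence from Kinase-Glo Plus, added after a 45-minute room-temperature reaction, served as the end-point read-out. The enzyme and substrate were preincubated with compound before ADP (130 uM final) initiated turnover. Concentration-effect curves came from normalized qHTS data.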
LmPK inh = inhibitors of Leishmania mexicana pyruvate kinase. purified LmPK, Kinase-Glo ATP luminescence, 1 h. Potency, µM (titrated, usually from 57.5 µM), for inactives: at the top dose activity change, negative = inhibition, actives largely listed as inhibitors. hit rate 0.37% among 290,000. AID 1721
Target sequence (Q27686 whole entry, looked up): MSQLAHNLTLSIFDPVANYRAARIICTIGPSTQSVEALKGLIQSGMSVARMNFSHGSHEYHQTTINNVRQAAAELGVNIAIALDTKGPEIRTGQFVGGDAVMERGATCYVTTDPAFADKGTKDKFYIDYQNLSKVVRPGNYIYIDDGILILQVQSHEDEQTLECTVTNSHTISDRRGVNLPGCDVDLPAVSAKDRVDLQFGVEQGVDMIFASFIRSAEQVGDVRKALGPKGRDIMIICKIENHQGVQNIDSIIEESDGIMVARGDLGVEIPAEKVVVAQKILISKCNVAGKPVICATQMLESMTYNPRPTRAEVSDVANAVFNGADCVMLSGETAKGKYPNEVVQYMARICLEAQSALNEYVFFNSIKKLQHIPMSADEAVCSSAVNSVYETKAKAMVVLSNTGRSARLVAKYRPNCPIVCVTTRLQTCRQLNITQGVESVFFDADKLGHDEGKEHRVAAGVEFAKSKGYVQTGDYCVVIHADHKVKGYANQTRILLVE
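Purified LmPK (0.1 nM) with 0.5 mM PEP and 0.1 mM ADP in imidazole buffer pH 7.2 with MgCl2/KCl, 1 h at room temperature. ATP formed was read by luciferase luminescence and normalized to no-enzyme and uninhibited controls.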
Pf growth 48h = P. falciparum growth inhibition at 48 hours (one generation); P. falciparum luciferase growth in erythrocytes, 48 h; Potency, µM (highest dose often 28.7 µM), without a hit: top-dose activity change, negative = inhibition, usual class: inhibitors; hit rate 5.9% among 310,000; AID 504832
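In quantitative HTS format, infected erythrocytes bearing luciferase-reporter parasites were treated for a single generation at 37 C. Luminescence after adding detection reagent served as the growth measure.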
Sm TGR inh = blocks Schistosoma mansoni thioredoxin glutathione reductase; purified TGR, DTNB reduction, TNB absorbance 405 nm; hit rate 3% among 360,000; Potency, µM (series often up to 114 µM), without a hit: at the top dose activity change, negative = inhibition, hits mostly inhibitors; Q962Y6; note: nearly all actives have a fitted effect of over 60% in size
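Kinetic colorimetric format: TGR-catalysed, NADPH-driven DTNB reduction monitored via TNB absorbance. Enzyme dispensed at 20 nM; compound exposure 15 min at room temperature before reaction start.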
Pf growth 96h = P. falciparum growth inhibition at 96 hours | Potency, µM (top dose mostly 28.7 µM), without a hit: at the top dose activity change, negative = inhibition, usual class: inhibitors | hit rate 6.9% among 320,000 | P. falciparum luciferase reporter growth, 96 h
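Readout is luminescence from an integrated firefly luciferase in P. falciparum. Red cells, 2% hematocrit and 0.05% parasitemia final, were cultured with compound through two parasite generations (96 hours) at 37 C, 5% CO2.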
Numbers without * were called inactive; ? = inconclusive; . = no result given; [ ] = another dose, or the depositor's remark. Calls come from the whole dose curve; as a rule, active = well fitted curve in the direction sought with a large enough effect; inconclusive = small, poorly fitted or top-dose-only effect, or another doubt; inactive = no such curve, though single readings can be large; an effect the other way counts as inactive or inconclusive. % is set by controls: 0 for no effect and ±100 for the full control effect; potency is the fitted concentration of half-maximal effect.

Start of the listing, in advance (16 entries):
SMILES | HCV inhibitor | TbPYK inhibitor | LmPK inh | Pf growth 48h | Sm TGR inh | Pf growth 96h
O=C(CSc1nnc(-c2cccs2)o1)N1CCc2ccccc21 | 3.6% | 0.7% | 2.5% | 30.1%[activator] | 0.0% | -1.7%
O=C(Nc1cccc(-c2cccc(Cl)c2)c1)C1CCN(C2CCC2)CC1 | 12.6µM* | 3.1% | 5.0% | ? | 1.3% | 10.4µM*
C#CCOCCOCCOCCNc1nc(N2CCN(C(=O)CCCCCCCCCCNC(=O)[C@@H](CCSC)n3cc(CCO)nn3)CC2)nc(N2CCN(C(=O)CCCCCCCCCCNC(=O)[C@H](CCC(=O)O)n3cc(CCCCCN)nn3)CC2)n1 | -11.2% | -10.3% | . | 5.22µM* | -1.0% | 10.4µM*
COc1ccc(OCCNC(=O)CCCO)cc1 | -17.8% | 12.2% | -8.3% | -0.3% | 4.9% | 29.9%
Cc1noc(C)c1COc1ccc(C(=O)OCC(=O)N2c3ccccc3NC(=O)C2(C)C)cc1 | -29.7% | -7.4% | 0.7% | . | -12.7% | ?
CCc1ccc(Nc2n[n+](-c3ccccc3)c(/C=C/c3ccccc3)s2)cc1 | . | . | -4.4% | ? | -2.5% | 1.17µM*
CCOC(=O)Cn1ncc(-c2ccccc2)c1N | 28.5% | -3.2% | -2.0% | 83.0%[activator] | -3.9% | ?
COCCNC(=O)CSc1ccccc1C(=O)NC1CCCc2ccccc21 (stereo not given) | 8.3% | 0.3% | 0.6% | 12.5% | -9.4% | 15.7%
CCc1ccc(NC(=O)C2CCN(S(=O)(=O)c3ccc4c(c3)N(C(C)=O)CCO4)CC2)cc1 | ? | 0.0% | -5.3% | ? | 3.1% | 1.4%
Cc1ccc(NC(=O)C2Cc3ccccc3C(=O)O2)cc1 (stereo not given) | -9.3% | -6.1% | -11.9% | 170.8%[activator] | ? | 121.9%[activator]
Cc1sc2nc(-c3ccccn3)[nH]c(=O)c2c1-c1ccccc1 | 10µM* | -14.0% | -1.1% | 1.47µM* | 9.5% | ?
COc1ccc2nc(/N=C/c3c(C)[nH]n(-c4ccc(C)cc4)c3=O)sc2c1 | 1.1% | -22.6% | 12.6µM* | 34.2%[activator] | 1.0% | ?
Cn1c(SCC(=O)CC(=O)Nc2ccccc2)nnc1-c1ccc(O)cc1 | -10.1% | -4.0% | 2.7% | 3.6% | -15.1% | 11.7µM*
Cc1[nH]n(-c2ccccc2)c(=O)c1C=Nc1ccc(S(=O)(=O)Nc2nccs2)cc1 | 8.7% | -2.3% | 0.8% | 22.9% | -0.5% | -8.4%
COC(=O)c1nn(-c2ccccc2)c(=O)cc1Oc1ccc(Cl)cc1 | 17.0% | 7.9% | -0.7% | -8.3% | 5.0% | 35.6%[activator]
COc1ccc(CNC(=O)C(=O)NCC2OCCN2S(=O)(=O)c2ccc(F)cc2)cc1 (stereo not given) | -12.5% | 4.2% | -9.5% | 87.8%[activator] | 0.0% | 63.0%[activator]

The listing, from the start:
SMILES | HCV inhibitor | TbPYK inhibitor | LmPK inh | Pf growth 48h | Sm TGR inh | Pf growth 96h
O=C(CSc1nnc(-c2cccs2)o1)N1CCc2ccccc21 | 3.6% | 0.7% | 2.5% | 30.1%[activator] | 0.0% | -1.7%
O=C(Nc1cccc(-c2cccc(Cl)c2)c1)C1CCN(C2CCC2)CC1 | 12.6µM* | 3.1% | 5.0% | ? | 1.3% | 10.4µM*
C#CCOCCOCCOCCNc1nc(N2CCN(C(=O)CCCCCCCCCCNC(=O)[C@@H](CCSC)n3cc(CCO)nn3)CC2)nc(N2CCN(C(=O)CCCCCCCCCCNC(=O)[C@H](CCC(=O)O)n3cc(CCCCCN)nn3)CC2)n1 | -11.2% | -10.3% | . | 5.22µM* | -1.0% | 10.4µM*
COc1ccc(OCCNC(=O)CCCO)cc1 | -17.8% | 12.2% | -8.3% | -0.3% | 4.9% | 29.9%
Cc1noc(C)c1COc1ccc(C(=O)OCC(=O)N2c3ccccc3NC(=O)C2(C)C)cc1 | -29.7% | -7.4% | 0.7% | . | -12.7% | ?
CCc1ccc(Nc2n[n+](-c3ccccc3)c(/C=C/c3ccccc3)s2)cc1 | . | . | -4.4% | ? | -2.5% | 1.17µM*
CCOC(=O)Cn1ncc(-c2ccccc2)c1N | 28.5% | -3.2% | -2.0% | 83.0%[activator] | -3.9% | ?
COCCNC(=O)CSc1ccccc1C(=O)NC1CCCc2ccccc21 (stereo not given) | 8.3% | 0.3% | 0.6% | 12.5% | -9.4% | 15.7%
CCc1ccc(NC(=O)C2CCN(S(=O)(=O)c3ccc4c(c3)N(C(C)=O)CCO4)CC2)cc1 | ? | 0.0% | -5.3% | ? | 3.1% | 1.4%
Cc1ccc(NC(=O)C2Cc3ccccc3C(=O)O2)cc1 (stereo not given) | -9.3% | -6.1% | -11.9% | 170.8%[activator] | ? | 121.9%[activator]
Cc1sc2nc(-c3ccccn3)[nH]c(=O)c2c1-c1ccccc1 | 10µM* | -14.0% | -1.1% | 1.47µM* | 9.5% | ?
COc1ccc2nc(/N=C/c3c(C)[nH]n(-c4ccc(C)cc4)c3=O)sc2c1 | 1.1% | -22.6% | 12.6µM* | 34.2%[activator] | 1.0% | ?
Cn1c(SCC(=O)CC(=O)Nc2ccccc2)nnc1-c1ccc(O)cc1 | -10.1% | -4.0% | 2.7% | 3.6% | -15.1% | 11.7µM*
Cc1[nH]n(-c2ccccc2)c(=O)c1C=Nc1ccc(S(=O)(=O)Nc2nccs2)cc1 | 8.7% | -2.3% | 0.8% | 22.9% | -0.5% | -8.4%
COC(=O)c1nn(-c2ccccc2)c(=O)cc1Oc1ccc(Cl)cc1 | 17.0% | 7.9% | -0.7% | -8.3% | 5.0% | 35.6%[activator]
COc1ccc(CNC(=O)C(=O)NCC2OCCN2S(=O)(=O)c2ccc(F)cc2)cc1 (stereo not given) | -12.5% | 4.2% | -9.5% | 87.8%[activator] | 0.0% | 63.0%[activator]
CC1=C(C(=O)OCC2CCCO2)C(c2ccccc2Cl)NC(=O)N1 (stereo not given) | 21.5% | 6.3% | 2.4% | 1.0% | -8.5% | 149.8%[activator]
COc1ccc(-c2cc(C(=O)Nc3cccc(O)c3)no2)cc1 | -24.7% | -12.6% | ? | ? | -6.0% | 9.5%
Cc1cccc(C)c1OP(N)(=O)Oc1c(C)cccc1C | -8.4% | 5.6% | 0.4% | -8.1% | 12.6% | -7.4%
CCN(CC)c1ccc(N2C(=O)CSC2=S)cc1 | -15.8% | -0.7% | -2.9% | ? | -3.1% | ?
CCOC(=O)Cn1cc(C(=O)c2cccs2)c2ccccc21 | 8.91µM* | -2.7% | 3.2% | 30.9%[activator] | 3.3% | 0.8%
CCOc1ccc(N2C(=O)C3=C(C(c4ccc(Cl)cc4)=NCCN3)C2c2cccnc2)cc1 (stereo not given) | ? | -4.0% | -2.9% | 16.0% | 23.3% | -28.4%
CCCOP(=O)(c1ccc(N(C)C)cc1)C(O)c1c(Cl)cccc1Cl (stereo not given) | 7.1% | 3.5% | -5.4% | ? | 0.0% | 8.28µM*
CN(c1cccc2cccnc12)S(=O)(=O)c1ccccc1 | -6.6% | 3.8% | -0.6% | -15.3% | -6.3% | 25.4%
CCc1nnc(NC(=O)c2ccc(S(=O)(=O)NC3CCCCC3)cc2)s1 | ? | -6.2% | -1.0% | 21.5% | 3.7% | -105.0%
CC12CCC(C(=Nc3ccc(N=C4C(=O)C5(C)CCC4C5(C)C)cc3)C1=O)C2(C)C | 18.2% | 0.7% | 3.3% | 57.4%[activator] | 4.0% | 69.8%[activator]
N#Cc1cccc(NC(=O)Cn2cnc(S(=O)(=O)N3CCCCC3)c2)c1 | 4.3% | -2.9% | 4.2% | ? | -25.5% | -7.0%
OC1(c2ccc(F)cc2)CC2CCC(C1)N2Cc1nnnn1C1CCCCC1 (stereo not given) | 12.9% | -0.7% | 2.1% | ? | -17.9% | -9.1%
Cc1cccc(NC(=O)CCS(=O)(=O)c2cccc3nonc23)c1C | 25.7% | -0.2% | 0.1% | 10.6% | -15.0% | -15.2%
Cc1cccc(/C=C(\C#N)C(=O)Nc2ccccn2)c1 | -8.7% | -0.4% | 0.6% | 13.0% | 7.6% | -0.7%
O=c1c(Cc2ccc(Cl)cc2Cl)c(O)ccn1Cc1ccncc1 | 9.9% | 0.4% | -1.9% | 13.2%[5.75 µM] | 1.4% | 14.7%
CN1C(=O)CC(Sc2ncccc2C(=O)O)C1=O (stereo not given) | -3.5% | 4.7% | -1.7% | ? | 8.9% | ?
O=Cc1c(C(=O)O)n(Cc2ccc(Cl)cc2)c2ccccc12 | 26.8% | 3.1% | 7.3% | -10.5% | 6.2% | -15.5%
Cc1ccc(C2=NOC(C)(c3nnc(-c4ccc(Cl)cc4)o3)C2)cc1 (stereo not given) | -0.1% | -6.2% | 1.2% | -3.1% | -26.6% | 21.7%
O=C(CC1C(=O)NCCN1Cc1ccccn1)NCCc1ccccc1F (stereo not given) | 15.9% | 9.3% | -3.4% | 4.65µM* | ? | ?
O=C(CSc1nnc(C2CC2)n1-c1ccccc1)NCc1ccco1 | 9.9% | -6.2% | 8.0% | . | ? | ?
COC(=O)Cn1c(C)nc2c(sc3nc(C)cc(C)c32)c1=O | 2.4% | -13.8% | -3.1% | 141.6%[activator] | 16.8% | 83.9%[activator]
C=C1CC[C@H](O)C/C1=C/C=C1\CCC[C@]2(C)[C@@H]([C@H](C)CC[C@@H](O)C(C)(C)O)CC[C@@H]12 | . | 3.0% | . | ? | . | ?
CCC(=NCCCN(CC)CC)c1c(O)n(C2CCCCC2)c(=O)[nH]c1=O | -13.9% | 0.7% | 4.4% | -29.5% | -20.9% | -8.4%
O=C(COC(=O)CNC(=O)c1cccc([N+](=O)[O-])c1)Nc1nc2ccccc2s1 | -13.2% | -0.5% | -1.3% | 8.5% | -2.4% | 8.2%
Cc1ccc(NC(=O)Cn2nnc(C(=O)NCc3cccs3)c2N)cc1F | 17.3% | -0.6% | -1.0% | 40.1%[activator] | -2.3% | -22.8%
C=CCNC(=O)CSc1ccc(Cl)cc1 | 4.5% | 0.2% | -1.0% | 7.1% | -0.7% | .
CC1CCN(C(=O)COC(=O)c2ccccc2NC(=O)c2ccco2)CC1 | ? | 7.9% | 0.7% | 43.6%[5.75 µM] | -4.7% | -11.1%
COc1cc(S(=O)(=O)N2CCC(N3CCCCC3)CC2)ccc1-n1cnnn1 | -21.8% | -4.5% | 0.5% | -19.7% | 3.4% | -27.1%
Cc1ccc(/C=N/NC(=O)c2cc(-c3ccncc3)nc3ccccc23)o1 | -11.7% | -6.3% | -2.5% | 4.7% | ? | -12.0%
COc1cccc(NC(=O)C(Sc2nc3ccccc3c(=O)n2CC(C)C)c2ccccc2)c1 (stereo not given) | 8.2% | -6.2% | 5.5% | ? | -8.3% | 2.62µM*
O=C(NCC1CCCO1)C1CC(=O)N(C2CCCCCC2)C1 (stereo not given) | 23.5% | 3.7% | -4.0% | -8.4% | 2.4% | 84.0%[activator]
CC(C)Oc1ccc(CC2CC(=O)NC2=O)cc1 (stereo not given) | 17.0% | 0.2% | 0.4% | 39.6%[activator] | 2.0% | 10.4µM*
O=C(CCl)Nc1cccc(CP(=O)(c2ccccc2)c2ccccc2)c1 | ? | -1.1% | -3.3% | 10.4µM* | 11.2µM* | 6.57µM*
COCCNC(=O)CSc1ccccc1C(=O)NC1CCSc2ccccc21 (stereo not given) | -3.8% | -5.5% | -0.9% | 38.1%[activator] | -2.9% | 33.3%[activator]
CNc1snc(C)c1C(=O)OC(C)C(=O)Nc1cccc(OC)c1 (stereo not given) | ? | -0.6% | . | ? | -1.3% | ?
NS(=O)(=O)c1ccc2ccccc2c1 | 23.0% | -6.9% | 0.1% | -1.5% | -9.2% | 25.9%
